Compound activity: PubChem BioAssay, several laboratories
FadD28 FP inh = inhibitors of Mycobacterium tuberculosis FadD28 bisubstrate binding. FadD28 bisubstrate probe binding, fluorescence polarization. inhibition, % at 12.5 µM. 360,000 compounds, 0.22% hits. AID 588549; in the data active means inhibition above about 8.5%, passing the limit was not always enough; inconclusive means no clear call, values can overlap the other calls
GDH-TPI inh = counter-screen for M. tuberculosis FBA inhibitors: GDH-TPI coupled enzymes; GDH-TPI coupled enzyme counterscreen, NADH absorbance; inhibition, % at 4.8 µM; 360,000 compounds, 1.2% hits;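 further: 0% = DMSO wells and 100% = wells lacking the enzyme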
BoNT A protease = blocks Botulinum neurotoxin A light chain protease. multiplex microsphere protease substrate cleavage, flow cytometry. inhibition, % at 10 µM. 360,000 compounds, 0.17% hits. AID 588499; in the data active means inhibition above about 30%; inconclusive means no clear call, values can overlap the other calls; further: plate controls were buffer without enzyme for full effect and enzyme alone for no effect
CCHFV vOTU inh = blocks the CCHF virus ovarian tumor domain protease. CCHFV vOTU protease, Pep-AMC fluorescence. inhibition, % at 11.5 µM. 370,000 compounds, 0.55% hits; further: 0% = vehicle wells with enzyme and 100% = no enzyme wells
BoNT F protease = blocks Botulinum neurotoxin F light chain protease | 360,000 compounds, 0.22% hits | Multiplex microsphere protease cleavage assay, flow cytometry | inhibition, % at 10 µM; in the data active means inhibition above about 35%, passing the limit was not always enough; inconclusive means no clear call, values can overlap the other calls; further: plate controls were buffer without enzyme for full effect and enzyme alone for no effect
BioA inh = blocks M. tuberculosis BioA enzyme activity | purified M. tuberculosis BioA enzyme, plate reader | AID 602481 | inhibition, % at 9.99 µM | 360,000 compounds, 0.096% hits; in the data active means inhibition above about 40%; inconclusive means no clear call, values can overlap the other calls
Mtb UGM inh = blocks M. tuberculosis UGM enzyme; P9WIQ1; purified UGM, fluorescence polarization probe displacement; inhibition, % at 10 µM; 320,000 compounds, 0.06% hits; AID 504406; in the data active means inhibition above about 10%, passing the limit was not always enough; inconclusive means no clear call, values can overlap the other calls
Target sequence (P9WIQ1 whole entry, looked up): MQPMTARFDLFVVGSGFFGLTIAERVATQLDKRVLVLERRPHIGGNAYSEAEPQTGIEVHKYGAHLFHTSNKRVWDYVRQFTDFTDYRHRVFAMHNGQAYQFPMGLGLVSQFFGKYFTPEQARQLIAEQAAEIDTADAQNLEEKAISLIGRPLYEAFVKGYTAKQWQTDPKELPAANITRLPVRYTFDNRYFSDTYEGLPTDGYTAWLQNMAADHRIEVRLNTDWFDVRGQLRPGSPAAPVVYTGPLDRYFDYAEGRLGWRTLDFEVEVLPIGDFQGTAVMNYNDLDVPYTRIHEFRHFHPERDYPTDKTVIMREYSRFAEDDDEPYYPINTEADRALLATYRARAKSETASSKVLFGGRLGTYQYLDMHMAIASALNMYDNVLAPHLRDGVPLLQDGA
PrPC TRFRET = inhibitors of human cell surface prion protein PrPC. 370,000 compounds, 0.43% hits. inhibition, % at 13.8 µM. AID 720596. P04156. TR-FRET read-out; in the data active means inhibition above about 24%; further: 0% = median of the test wells and 100% = reference compound wells
Mtb FBA inh = inhibitors of M. tuberculosis fructose-bisphosphate aldolase. P9WQA3. purified M. tuberculosis FBA, fluorescence read-out. inhibition, % at 1 µM. 360,000 compounds, 2.3% hits. AID 588726; in the data active means inhibition above about 27%;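 further: 0% = vehicle and 100% = reference inhibitor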
Target sequence (P9WQA3 whole entry, looked up): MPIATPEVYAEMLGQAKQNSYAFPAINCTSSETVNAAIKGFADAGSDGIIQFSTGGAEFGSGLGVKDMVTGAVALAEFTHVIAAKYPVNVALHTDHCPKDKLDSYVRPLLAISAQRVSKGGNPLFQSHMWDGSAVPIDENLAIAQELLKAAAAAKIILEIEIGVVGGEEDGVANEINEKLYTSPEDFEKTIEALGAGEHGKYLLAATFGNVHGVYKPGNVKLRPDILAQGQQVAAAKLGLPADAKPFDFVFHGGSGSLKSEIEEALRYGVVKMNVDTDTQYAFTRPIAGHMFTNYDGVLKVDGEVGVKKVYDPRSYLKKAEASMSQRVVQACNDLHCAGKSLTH
Active calls of the source: *; ? = inconclusive; · = not tested or not shown. Unless noted, no stated cut-off is given here; in the data, active means inhibition above about 30%; inactive means the rest.

Every second line gives: FadD28 FP inh | GDH-TPI inh | BoNT A protease | CCHFV vOTU inh | BoNT F protease | BioA inh | Mtb UGM inh | PrPC TRFRET | Mtb FBA inh
1	Cc1cc(C)c2cc(C(=O)N3CCC(Cc4ccccc4)CC3)[nH]c2c1
→ -2.1 | -1 | 0.1 | 1 | 5 | -0.4 | 2.1 | 1 | 1
2	COc1cc2c(cc1NC(=O)CSCC(=O)O)oc1ccccc12
→ 1.0 | 15 | 0.9 | 19 | 4 | -2.5 | 1.2 | 1 | -3
3	CC(C)(C)C(=O)N1CCN(c2nc3ccc(Cl)cc3s2)CC1
→ -3.5 | -6 | -4.2 | 4 | -14 | 1.6 | -0.2 | 5 | 3
4	Cn1c(=O)c(C(=O)NNC(=O)c2ccccc2Cl)c(O)c2ccccc21
→ 1.0 | 2 | 1.0 | -9 | 8 | -4.6 | 1.7 | -5 | -1
5	CCCC1(C(=O)OC)NC(c2ccco2)C2C(=O)N(C)C(=O)C21 (stereo not drawn)
→ -3.6 | 2 | -0.1 | 6 | -1 | -0.1 | 1.3 | 7 | 1
6	COc1cc(OC)cc(OCC(O)Cn2ccnc2C)c1 (stereo not drawn)
→ -4.6 | -8 | -0.6 | -5 | 0 | · | -1.0 | -10 | 0
7	CC1CCc2sc(C(=O)N3CCC(C(N)=O)CC3)cc2C1 (stereo not drawn)
→ -0.5 | -1 | -1.1 | -1 | -7 | 0.1 | -6.4 | -7 | -1
8	CCN(C(=O)c1cccc(S(=O)(=O)N2CCc3ccccc32)c1)C1CCS(=O)(=O)C1 (stereo not drawn)
→ -1.1 | 8 | -0.3 | 2 | -7 | 0.2 | -3.4 | 1 | 2
9	CC1Cc2ccccc2N1S(=O)(=O)c1cccc(C(=O)c2nccn2C)c1 (stereo not drawn)
→ 0.2 | 10 | 2.2 | -3 | 8 | -4.2 | 0.2 | 6 | 1
10	O=C(NN=C1CCCC1)c1cc(-c2ccc(F)cc2)nc2ccccc12
→ -1.4 | 10 | 0.3 | -3 | -1 | -2.9 | 1.1 | -2 | 5
11	O=C(Nc1ccc(N2CCOCC2)cc1)c1cccc(S(=O)(=O)N2CCCCCC2)c1
→ -3.0 | 1 | 0.6 | 0 | 5 | 0.6 | 2.1 | 5 | 4
12	CCCCOC(=O)/C(=C\c1ccc([N+](=O)[O-])o1)NC(=O)c1ccccc1
→ -3.1 | 16 | 1.1 | 12 | 8 | -0.6 | 3.8 | 0 | -4
13	COc1cccc(/C=C/C(=O)NCc2cn3cc(Cl)ccc3n2)c1OC
→ -1.6 | 4 | -0.6 | 0 | -1 | · | 0.3 | -11 | 8
14	COc1ccc(CNC(=O)c2noc(C(C)C)c2[N+](=O)[O-])cc1
→ 0.1 | 6 | -0.8 | 2 | -1 | · | -2.3 | -6 | -1
15	CCOC(=O)[C@H]1[C@H]2COc3ccc(Br)cc3[C@@H]2N2C(=O)CN(Cc3ccc(C)cc3)C(=O)[C@@]12C
→ -1.6 | 9 | 0.1 | 9 | -2 | 0.1 | -1.3 | 10 | 0
16	Cc1nn(Cc2ccccc2)c(Cl)c1/C=N/NC(=O)CNc1cccc(C(F)(F)F)c1
→ 0.0 | 7 | -0.7 | 22 | -5 | 0.4 | 0.2 | 2 | 6
17	O=C(NC1CCN(Cc2ccccc2)CC1)c1cccc(NS(=O)(=O)c2ccc(Br)cc2)c1
→ -4.4 | 14 | -0.3 | -8 | -16 | 0.1 | · | -7 | -6
18	CC1Cc2ccccc2N1C(=O)CN1CCC(n2nnc3cc(C(F)(F)F)ccc32)CC1 (stereo not drawn)
→ -3.5 | 8 | 0.4 | 12 | 4 | 1.4 | 2.7 | -1 | 0
19	O=c1ccc2cc3ccoc3cc2o1
→ -3.3 | 3 | 0.3 | 16 | 1 | 2.2 | 2.1 | 7 | 3
20	CC(C)NCCCOc1ccc(C(C)(C)c2ccccc2)cc1
→ -1.8 | 10 | -0.1 | 9 | -6 | 1.2 | 1.6 | 8 | 1

2 records picked at random from the list so far:
Every second line gives: FadD28 FP inh | GDH-TPI inh | BoNT A protease | CCHFV vOTU inh | BoNT F protease | BioA inh | Mtb UGM inh | PrPC TRFRET | Mtb FBA inh
12	CCCCOC(=O)/C(=C\c1ccc([N+](=O)[O-])o1)NC(=O)c1ccccc1
→ -3.1 | 16 | 1.1 | 12 | 8 | -0.6 | 3.8 | 0 | -4
20	CC(C)NCCCOc1ccc(C(C)(C)c2ccccc2)cc1
→ -1.8 | 10 | -0.1 | 9 | -6 | 1.2 | 1.6 | 8 | 1

(continued)
Every second line gives: FadD28 FP inh | GDH-TPI inh | BoNT A protease | CCHFV vOTU inh | BoNT F protease | BioA inh | Mtb UGM inh | PrPC TRFRET | Mtb FBA inh
21	COc1cc(F)ccc1-c1csc(C(O)c2ccccc2)n1 (stereo not drawn)
→ -0.6 | 8 | -0.4 | 9 | -9 | -0.1 | · | 2 | 4
22	Cc1ccccc1NC(=O)Nc1cc(-c2ccccc2)nn1C
→ -1.1 | 0 | · | -11 | · | · | 2.1 | 12 | 1
23	CCCCS(=O)(=O)C1CCS(=O)(=O)C1 (stereo not drawn)
→ 0.0 | 9 | 1.0 | 7 | -1 | -0.9 | -1.2 | -2 | 5
24	COc1ccccc1NC(=O)O/N=C(\N)c1ccccc1
→ -2.7 | 5 | -0.8 | -9 | 1 | -0.2 | 2.3 | 7 | -2
25	COc1ccc(N2CCN(C(CNC(=O)CC(C)(C)C)c3ccc4c(c3)OCO4)CC2)cc1 (stereo not drawn)
→ -1.6 | 4 | -0.6 | -2 | -4 | 0.4 | 1.1 | 0 | 3
26	C=CCn1c(CCCOc2ccc(Cl)cc2Cl)nnc1SCC(=O)Nc1nccs1
→ 1.2 | 0 | 1.1 | -1 | -8 | -6.1 | -0.3 | 5 | 2
27	NC(=O)C1CCN(C(=S)NC2CC3C=CC2C3)CC1 (stereo not drawn)
→ -1.3 | -2 | -1.2 | -6 | ? | -1.1 | 3.7 | -1 | -3
28	CCCn1nnc(NC(=O)c2cccc(OCC)c2)n1
→ -3.7 | 0 | 0.3 | -14 | 6 | 6.4 | -1.0 | 1 | 2
29	CSCCC(NC(N)=O)C(=O)N(C)CC(=O)Nc1ccc(C)cc1 (stereo not drawn)
→ -0.1 | 9 | 0.3 | 0 | 10 | -1.7 | 2.6 | 0 | 8
30	CCCN1CCN(C(=S)Nc2ccc(SC(F)F)cc2)CC1
→ -2.4 | 1 | 0.8 | -9 | 0 | -1.7 | 2.5 | -1 | -1
31	COc1cc(C=C2C(=O)OC(c3ccccc3)OC2=O)cc(Br)c1O (stereo not drawn)
→ 0.5 | 22 | 0.3 | -2 | 0 | · | 5.4 | -8 | 0
32	Cc1c2cnn(CC(=O)NCCN3CCOCC3)c(=O)c2c(C)n1Cc1ccc(F)cc1
→ -2.4 | 4 | -0.7 | -2 | -10 | 6.4 | -1.5 | -7 | -2
33	Cc1ccc(-n2nc3c(c2NC(=O)CC(C)C)CS(=O)(=O)C3)cc1
→ -1.3 | 1 | 0.2 | 5 | 2 | 8.7 | 0.1 | 5 | 0
34	CCN(CC(=O)NCc1ccc(F)cc1)C(=O)COc1ccc(C)c(C)c1
→ -1.0 | -2 | -0.3 | -12 | -2 | 1.0 | -1.3 | 2 | 3
35	COc1ccc(C/C(=N\OC(C)=O)c2ccc(OC)cc2)cc1
→ -2.7 | 4 | -2.3 | · | -23 | -1.2 | -0.2 | · | -1
36	COc1ccc(N2CCN(c3n[nH]c(N)n3)CC2)cc1
→ -1.5 | 0 | -0.3 | 22 | 4 | · | -2.7 | 10 | 6
37	CCOc1ccc(C(=O)NCC(=O)Nc2cc(C)ccn2)cc1OCC
→ -1.0 | 8 | 0.0 | 10 | -8 | 1.5 | -0.4 | 5 | 0
38	CCOc1ccc(CNc2nc3ccccc3n2CCN2CCOCC2)cc1
→ -1.1 | -3 | 0.3 | 26 | -4 | 2.6 | -1.9 | -4 | 0
39	CC1(C)CC(=O)C=C(c2ccccc2CO)C1=O
→ -3.5 | -2 | 0.2 | 2 | 0 | 4.0 | · | -6 | 0
40	COc1ccc(CCNC(=O)COC(=O)c2sc(C)nc2C)cc1
→ -1.8 | -4 | -1.1 | -2 | -18 | 9.8 | · | 5 | -3
41	CCOc1ccc(N2C(=O)CC(SC(=NC)Nc3cccc(F)c3)C2=O)cc1 (stereo not drawn)
→ -4.4 | -5 | 0.4 | 12 | 9 | -0.9 | -2.6 | 4 | 1
42	Cc1ccc(/C(N)=N/OC(=O)c2ccc(C)cc2Cl)cc1
→ -1.2 | 6 | 1.0 | -1 | -1 | -0.4 | -1.1 | -4 | -1
43	COc1ccc(C2C(C(C)=O)=C(O)C(=O)N2c2ccc(Br)cc2)cc1 (stereo not drawn)
→ 0.0 | 18 | -3.5 | -8 | ? | 7.0 | -0.8 | 8 | -2
44	O=C(O)c1ccc(NS(=O)(=O)c2ccc(N3C(=O)CCC3=O)cc2)cc1
→ -1.0 | 3 | -1.8 | 3 | -10 | 0.1 | 0.4 | 3 | 1
45	O=C(NCC1CCCO1)c1cc2c([nH]c3ccccc32)c(-c2cccc(Cl)c2)n1 (stereo not drawn)
→ -1.5 | 4 | 0.7 | · | 1 | -2.3 | -2.6 | · | 24
46	CCN1CC2C3CCC(C)(O3)C2C1 (stereo not drawn)
→ -4.0 | -6 | 0.4 | -8 | ? | · | 0.7 | -4 | 0
47	COCCOC(=O)c1c(C)oc2ccc(OC(=O)c3cccs3)cc12
→ -4.0 | 15 | 2.1 | 1 | 2 | -0.6 | 3.4 | -3 | -1
48	CN(C)CCCOC(=O)C1c2ccccc2Oc2ccccc21
→ -4.0 | 7 | -0.3 | 6 | -5 | -0.6 | -2.0 | -10 | 0
49	COc1ccc(/C=N/NC(=O)c2cccnc2)cc1CN1CCc2ccccc2C1
→ -1.9 | 23 | 1.4 | -9 | -18 | 9.5 | -1.8 | -8 | 8
50	CS(=O)(=O)N1CCN(C(=O)c2cc(-c3cccnc3)nc3ccc(Br)cc23)CC1
→ 1.5 | 1 | 1.1 | -1 | 9 | 0.4 | 0.2 | 6 | 6
51	CCOC(=O)c1cc(CC)sc1NC(=O)Cc1ccccc1
→ -3.9 | 2 | ? | 2 | -3 | 1.4 | -0.1 | -1 | 0
52	Cc1cc2c(cc1S(=O)(=O)Nc1cccc(C)c1C)OCC(=O)N2
→ -4.1 | -9 | -0.8 | 0 | -3 | 0.4 | -1.2 | 3 | 0
53	COc1cc2c(cc1N)-c1ccc(N)cc1C2=O
→ -2.7 | 26 | 0.1 | 11 | -1 | -1.0 | · | -55 | -2
54	CN(C(=O)CC(NC(=O)c1ccccc1Cl)c1ccccc1)c1ccccc1 (stereo not drawn)
→ -0.9 | 1 | 2.3 | -14 | 16 | 0.9 | 0.4 | 4 | 0
55	CN(Cc1ccccc1)C(=O)C1CCN(S(=O)(=O)c2cc([N+](=O)[O-])ccc2Cl)CC1
→ 0.0 | 10 | 0.4 | 4 | 0 | · | -0.1 | 2 | 1
56	O=C(CC(c1ccccc1)c1ccccc1)NCCO
→ 1.9 | -14 | -0.3 | 2 | 4 | 1.0 | 1.9 | 2 | 5
57	CN(c1ccc(OCC(=O)N2CCOCC2)cc1)S(=O)(=O)c1ccc(Cl)cc1
→ -1.9 | 0 | 0.3 | 12 | 7 | · | 0.8 | 2 | 2
58	COc1ccc(NC(=O)C2(C)CCCN2C(=O)C(C)C)cc1OC (stereo not drawn)
→ -1.2 | 6 | -0.1 | -10 | 1 | -2.2 | · | 6 | 1
59	CC(=O)c1cccc(NC(=O)CSc2nnc(-c3cccnc3)o2)c1
→ -1.4 | 14 | 0.5 | -4 | -8 | 2.8 | 1.3 | 3 | -4
60	Cc1ccc(-c2nnc(SCc3ccc(C#N)cc3)n2Cc2ccco2)cc1
→ -3.4 | 1 | -0.6 | 0 | -6 | 2.6 | 5.7 | 7 | -2
61	O=C(CCC(=O)c1cccs1)NCc1ccncc1
→ -1.9 | 12 | -1.5 | -3 | 1 | -1.2 | 2.9 | 6 | 0
62	O=C(c1cc(-c2cccs2)on1)N1CCCc2ccccc21
→ -0.4 | -14 | -0.2 | -1 | 4 | 1.7 | · | -4 | 2
63	N#CCc1c(C#N)c(N)nc(N2CCN(c3ccc(F)cc3)CC2)c1C#N
→ -1.5 | 6 | -1.2 | 3 | -6 | 8.7 | 0.2 | -8 | -5
